PfG6PD inh: PfG6PD (Plasmodium falciparum) enzyme inhibition | PfGluPho enzyme, NADPH resazurin-diaphorase fluorescence | 0.78% of 350,000 active | inhibition, % at 20 µM;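 active = inhibition reaching at least a set limit at 20 µM in the primary screen, cut at about 59% in these data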;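 note: 0% = DMSO wells with substrate and 100% = DMSO wells lacking glucose-6-phosphate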
SENP8 block-1: inhibitors of human SENP8 protease. Q96LD8. recombinant SENP8, Nedd8 substrate fluorescence. inhibition, % at 20 µM. 0.64% of 360,000 active. AID 602440; in the data active = inhibition mostly above about 40%, no sharp cut-off; inactive = mostly below about 27%
Target sequence (Q96LD8 whole entry, looked up): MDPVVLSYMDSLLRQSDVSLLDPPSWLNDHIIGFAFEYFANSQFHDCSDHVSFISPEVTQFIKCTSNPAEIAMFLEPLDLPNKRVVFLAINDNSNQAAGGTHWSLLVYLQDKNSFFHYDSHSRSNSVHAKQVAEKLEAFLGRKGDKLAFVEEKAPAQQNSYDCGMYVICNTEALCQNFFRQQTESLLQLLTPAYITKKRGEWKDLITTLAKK
SENP1 FRET inh: inhibitors of human SENP1 SUMO protease catalytic domain | AID 624204 | Q9P0U3 | 0.21% of 360,000 active | recombinant SENP1 catalytic domain, CyPet-SUMO1-YPet FRET cleavage | inhibition, % at 10 µM;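 active = inhibition at least 30% at 10 µM, raw YFP signal under a set limit, fluorescence ratio 0.5 to 1.5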;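 note: 0% = enzyme with DMSO and 100% = no enzyme wells; some results filed as inactive read as strong as hits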
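Test system: human SENP1 catalytic domain; medium: Tris pH 8 buffer plus EDTA, NaCl, BME, BSA, NP40, catalase; incubation: 50 min reaction at room temperature; technique: FRET, CFP and YFP emission; controls: no-enzyme low control and enzyme-plus-DMSO high control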
SENP7 inh: inhibitors of human SENP7 protease; Q9BQF6; recombinant SENP7, Z-RLRGG-aminoluciferin luminescence, 40 min; inhibition, % at 5 µM; 1.5% of 330,000 active; AID 434973;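 active = inhibition above about 50% at the single test dose, limit read from the data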;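 note: plate controls were DMSO with enzyme for no effect and no enzyme buffer wells for full effect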
SENP8 block-2: SENP8 protease inhibition | Q96LD8 | purified SENP8, Z-RLRGG-aminoluciferin cleavage, luminescence | inhibition, % at 10 µM | 1.2% of 330,000 active | AID 2540; in the data active = inhibition above about 50%
Apaf1 inhib: inhibitors of human Apaf-1 apoptosome; O14727; reconstituted apoptosome caspase-3 activity, DEVD-Rh110 fluorescence; inhibition, % at 20 µM; 0.71% of 330,000 active; AID 489030; active = inhibition of at least 40% at 20 µM;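 note: plate controls were DMSO wells for no effect and DEVD-CHO caspase inhibitor wells for full effect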
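System: Apoptosome proteins | Medium: Hepes pH 7.5 with detergent and BSA | Also added: Cytochrome c trigger plus (Z-DEVD)2-Rh110 caspase-3 substrate | Incubation: 30 min compound preincubation, 50 min activation, room temperature | Detection: Rhodamine 110 fluorescence at Ex 480/Em 540 nm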
HKDC1 inhibitor: HKDC1 (human) hexokinase inhibition; Q2TB90; recombinant HKDC1, G6PDH/diaphorase resazurin coupled fluorescence; inhibition, % at 20 µM; 0.16% of 340,000 active; AID 493160;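 active = inhibition above about 35% when tested at 20 µM, limit read from the data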;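 note: plate controls were DMSO wells with enzyme for no effect and DMSO wells lacking enzyme for full effect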
Target sequence (Q2TB90 whole entry, looked up): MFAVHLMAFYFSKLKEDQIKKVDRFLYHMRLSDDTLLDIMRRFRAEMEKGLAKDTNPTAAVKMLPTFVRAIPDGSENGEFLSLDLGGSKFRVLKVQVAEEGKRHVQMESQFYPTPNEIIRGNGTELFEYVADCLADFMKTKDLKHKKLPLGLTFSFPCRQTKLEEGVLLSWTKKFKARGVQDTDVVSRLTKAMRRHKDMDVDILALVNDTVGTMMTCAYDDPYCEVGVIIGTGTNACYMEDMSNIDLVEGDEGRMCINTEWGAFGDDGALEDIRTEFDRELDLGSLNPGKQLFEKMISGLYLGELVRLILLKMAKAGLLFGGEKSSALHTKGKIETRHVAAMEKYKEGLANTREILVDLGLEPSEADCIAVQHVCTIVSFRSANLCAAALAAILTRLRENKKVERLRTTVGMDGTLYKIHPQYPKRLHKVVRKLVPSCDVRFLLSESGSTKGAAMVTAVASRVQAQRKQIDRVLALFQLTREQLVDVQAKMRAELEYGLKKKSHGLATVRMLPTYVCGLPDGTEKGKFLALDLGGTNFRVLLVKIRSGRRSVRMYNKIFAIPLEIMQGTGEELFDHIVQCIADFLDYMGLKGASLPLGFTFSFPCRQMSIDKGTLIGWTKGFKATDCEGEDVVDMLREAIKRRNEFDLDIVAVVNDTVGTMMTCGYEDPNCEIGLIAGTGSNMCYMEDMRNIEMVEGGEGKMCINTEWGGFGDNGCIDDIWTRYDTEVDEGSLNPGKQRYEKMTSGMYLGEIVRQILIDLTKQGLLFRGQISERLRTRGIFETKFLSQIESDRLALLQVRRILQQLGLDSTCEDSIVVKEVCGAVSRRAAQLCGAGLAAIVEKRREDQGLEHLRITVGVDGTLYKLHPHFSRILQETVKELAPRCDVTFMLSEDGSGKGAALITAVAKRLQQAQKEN
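Material – in-house recombinant HK5 (HKDC1) enzyme · Quantity – HKDC1 at 5 µg/mL · Buffer or medium – pH 8.0 Tris buffer with 10 mM MgCl2 · Reagent – glucose with 1 mM ATP · Dosing – single 20 µM dose · Times – reaction time 90 min, room temperature, protected from light · Technique – resorufin fluorescence at 613 nm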
SENP6 block: blocks the human protease SENP6; inhibition, % at 10 µM; 1.8% of 330,000 active; Recombinant SENP6 catalytic domain, aminoluciferin luminescence;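 active = inhibition above about 50% at the single tested dose, limit read from the data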;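 note: plate controls were DMSO wells with enzyme for no effect and DMSO wells lacking enzyme for full effect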
An asterisk follows results filed as active; / = no result given.

SMILES	PfG6PD inh	SENP8 block-1	SENP1 FRET inh	SENP7 inh	SENP8 block-2	Apaf1 inhib	HKDC1 inhibitor	SENP6 block
O=C(Nc1c2c(nn1-c1ccc(Cl)cc1)CS(=O)(=O)C2)c1ccccc1	-2	5	-2	-1	-1	4	-4	-9
O=C(NNc1cccc(Cl)n1)Nc1ccccc1F	24	10	1	-9	-7	23	-2	-12
O=C(NCCc1csc(-c2ccccc2)n1)c1ccccc1F	2	12	1	0	4	12	-8	-20
O=C(NCc1ccco1)/C(=C\c1cccs1)NC(=O)c1ccco1	-4	10	-1	-7	-1	1	-1	-15
COc1cccc(/C=N/NC(N)=S)c1OS(=O)(=O)c1ccccc1	30	4	0	-11	-4	3	-2	-14
N#Cc1ccsc1NC(=O)CN1C(=O)NC2(CCCCC2)C1=O	15	-9	-21	-9	-5	3	2	-10
Cc1ccc(-c2cc(C(=O)N3CCCC3)c3ccccc3n2)s1	-1	-397	-8	-3	1	23	3	-12
CCCCc1cc(=O)oc2cc(C)cc(OCC(=O)Nc3ccccn3)c12	3	-256	3	13	31	2	-3	53*
CCCCc1c(O)nc(SCC(=O)c2ccccc2)n(-c2ccccc2)c1=O	-19	2	2	-6	-6	-2	-1	-4
Cn1c(N)c(C(=O)COC(=O)c2ccccn2)c(=O)n(C)c1=O	-2	8	-1	5	1	3	-11	-11
COc1ccccc1NC(=S)Nc1cccc(F)c1	-12	10	3	-3	1	-11	-3	-14
CCOc1ccc(NC(=O)CN(C)C(=O)Cn2cnc3c2c(=O)n(C)c(=O)n3C)cc1OCC	-5	3	2	-4	-1	-4	-5	-14
Fc1ccc(N2CCN(Cc3cnc(Oc4ccc(Br)cc4)s3)CC2)cc1	8	3	1	1	-9	18	6	-19
COCCN(C(=S)Nc1cc(C)ccc1C)C(C)c1cccnc1 (stereo not drawn)	19	12	2	-7	0	-2	-7	15
CC(C)c1ccc(NS(=O)(=O)c2ccc3c(c2)oc(=O)n3C)cc1	2	10	4	-4	-6	15	-4	-15
Cc1cc(=O)n2nc(N3CCCC(C(=O)NCc4ccccc4Br)C3)sc2n1 (stereo not drawn)	8	15	-1	0	0	-9	3	-2
NC(=O)c1cc(C(=O)c2ccc(Cl)cc2Cl)c[nH]1	-8	1	2	-2	-2	6	2	5
O=S1(=O)C=C(N2CCCCC2)c2ccccc21	-13	6	3	6	-3	8	-7	12
CCn1c2ccccc2c2cc(NC(C)=O)ccc21	13	-57	5	5	-3	-226	4	-1
Cc1c(Cl)cccc1NCC(=O)NN=C1CCCC1	1	11	2	-8	-3	-6	10	-7
Cc1cc2c(cc1C)C(c1ccccc1F)CC(=O)N2 (stereo not drawn)	-13	13	1	18	-5	0	3	-5
COC(=O)c1sccc1N/N=C/c1cccc(Oc2ccccc2)c1	6	-99	0	97*	95*	-6	-2	63*
CCOc1cccc(-c2nn3c(-c4cc(C)[nH]n4)nnc3s2)c1	27	11	-1	0	-3	14	8	-24
O=C(CC1NCCc2ccccc21)Nc1ccccc1 (stereo not drawn)	8	1	1	2	-2	-7	-8	-6
COC(=O)C1CCN(c2cc(=O)n(-c3ccc(OC)cc3)c(=O)[nH]2)CC1	2	19	1	-7	-12	12	-5	-6

(list continues)
SMILES	PfG6PD inh	SENP8 block-1	SENP1 FRET inh	SENP7 inh	SENP8 block-2	Apaf1 inhib	HKDC1 inhibitor	SENP6 block
Cc1cccc2sc(NC(=O)c3ccc(NS(=O)(=O)c4cccs4)cc3)nc12	-40	-326	-1	45	70*	4	7	86*
CC1CCc2c(sc(NC(=O)c3c([N+](=O)[O-])cnn3C)c2C(N)=O)C1 (stereo not drawn)	-13	9	-3	-8	-17	6	-1	-17
CCc1nc(SCc2ccccn2)[nH]c(=O)c1C	22	-5	2	-2	-7	13	-3	5
COc1cccc(-c2nn(-c3ccccc3)cc2CN2CCCO2)c1	2	0	3	5	5	9	-5	17
Cc1ccc(C2=[N+]([O-])C3(CCCCC/C3=N\NC(N)=O)N(O)C2(C)C)o1 (stereo not drawn)	6	31	0	-4	1	-3	-2	10
CCN1C(=O)c2cccc3c(S(=O)(=O)Nc4ccncc4)ccc1c23	-2	-319	-24	5	-7	-2	-1	-9
Cc1csc(SCC(=O)Nc2ncc(Cl)c(C)c2Cl)n1	5	-10	2	8	-1	-4	-2	-8
CC(C)c1ccc(NC(=O)COC(=O)C2CC3C=CC2C3)cc1 (stereo not drawn)	-13	8	-2	-32	4	4	2	-6
Cc1c2cnn(CC(=O)NCCN3CCOCC3)c(=O)c2c(C)n1Cc1ccccc1	-8	-12	3	-5	0	5	-5	0
Cc1ccc(S(=O)(=O)NCc2ccc(C(=O)NC3CCC(C)CC3)cc2)cc1 (stereo not drawn)	3	12	0	-6	-8	0	-4	-4
Brc1ccc(/C=N/N2CCN(C3c4ccccc4-c4ccccc43)CC2)s1	-2	22	2	1	-2	-255	-5	-12
Cn1c(=O)oc2cc(S(=O)(=O)N3CCC(C(=O)N4CCN(c5ccccc5)CC4)CC3)ccc21	-3	1	1	-8	5	10	-3	4
Cc1ccc(S(=O)(=O)N2CC(O)CC2C(=O)NCc2ccc3c(c2)OCO3)cc1 (stereo not drawn)	2	19	2	3	0	-28	-1	2
CC1=CC(C)(C)NC(=S)N1c1cccc2ccccc12	21	18	3	-3	-7	11	9	-25
COC(=O)c1cn(Cc2ccccc2C)nn1	1	23	1	1	0	2	-11	2
COc1ccc(NC(=O)CSc2cc(C(=O)c3nccn3C)c3ccccc3n2)cc1	-16	5	3	9	-1	6	0	12
CC(=O)NCCOc1nc(N(C)C)nc(N2CCCCC2)n1	-6	0	-1	2	4	-8	-3	11
CCOC(=O)C1=NNC(C(=O)c2ccc(OC)cc2)C1c1ccccc1 (stereo not drawn)	5	8	3	3	-1	13	-2	2
N#C/C(=C\c1cccnc1)C(=O)NC1CCCCC1	-1	8	2	-9	-5	-2	-7	-7
O=C(c1cnc(N2CCN(c3ccccn3)CC2)c2ccccc12)N1CCN(c2cccc(Cl)c2)CC1	-7	-150	-1	-6	2	22	-3	-1
O=C(CSc1cccc[n+]1[O-])Nc1ccc(Br)cc1Br	0	4	1	4	-4	-5	1	3
CCC(C)NC(=O)c1cc(CC(C)C)on1 (stereo not drawn)	-5	10	1	9	-12	1	-9	-10
Cc1ccc2c(C)c(C(=O)N(C)Cc3nccn3C)oc2c1C	-10	2	-1	-6	-2	9	0	-3
CCCN(CCC(=O)Nc1ccccc1F)CC1CC1	6	5	-1	7	7	-18	-2	-11
CC(=O)Nc1cccc(N(C)C)c1	-1	24	0	4	1	-18	-2	0

An excerpt from above in order of heavy-atom count, descending:
SMILES	PfG6PD inh	SENP8 block-1	SENP1 FRET inh	SENP7 inh	SENP8 block-2	Apaf1 inhib	HKDC1 inhibitor	SENP6 block
COc1ccc(NC(=O)CSc2cc(C(=O)c3nccn3C)c3ccccc3n2)cc1	-16	5	3	9	-1	6	0	12
Cc1cccc2sc(NC(=O)c3ccc(NS(=O)(=O)c4cccs4)cc3)nc12	-40	-326	-1	45	70*	4	7	86*
Fc1ccc(N2CCN(Cc3cnc(Oc4ccc(Br)cc4)s3)CC2)cc1	8	3	1	1	-9	18	6	-19
CC(C)c1ccc(NS(=O)(=O)c2ccc3c(c2)oc(=O)n3C)cc1	2	10	4	-4	-6	15	-4	-15
Cc1c(Cl)cccc1NCC(=O)NN=C1CCCC1	1	11	2	-8	-3	-6	10	-7
NC(=O)c1cc(C(=O)c2ccc(Cl)cc2Cl)c[nH]1	-8	1	2	-2	-2	6	2	5
CC(=O)Nc1cccc(N(C)C)c1	-1	24	0	4	1	-18	-2	0

Remaining list, next part:
SMILES	PfG6PD inh	SENP8 block-1	SENP1 FRET inh	SENP7 inh	SENP8 block-2	Apaf1 inhib	HKDC1 inhibitor	SENP6 block
C=CCSc1nnc(NC(=O)c2cccc(S(=O)(=O)N(C)c3ccccc3)c2)s1	-22	-108	0	7	3	13	6	-2
CSc1nc(N)nc(C(C)C)n1	-15	24	0	8	4	-13	-3	5
O=[N+]([O-])c1ccc(Cl)cc1N1CCCC1	-3	-1	2	-6	-16	5	-7	-12
O=C(O)CC1(CC(=O)Nc2ccc(F)c(Cl)c2)CCCCC1	-18	12	1	-7	-1	10	6	-22
Cc1ccc(NC(=O)N2CCCC2C(=O)NCC2CCCCC2)cc1 (stereo not drawn)	-8	12	0	3	4	2	-7	5
COc1ccc2nc(NC(=O)C34CC5CC(CC(NC(C)=O)(C5)C3)C4)sc2c1	12	2	-2	-9	-4	-14	1	-9
O=C(O)C(c1ccccc1)N1C(=O)/C(=C\c2ccc(-c3ccc(Br)cc3)o2)SC1=S (stereo not drawn)	-10	25	-23	5	2	27	11	6
COC(=O)c1ccc(N2C(=O)CC(SCCN)C2=O)cc1 (stereo not drawn)	-13	19	1	-3	-7	-4	-5	-12
CC(=O)Nc1ccc(S(=O)(=O)N(CC(=O)O)Cc2ccccc2)cc1	-15	13	-1	7	-3	1	-4	7
CCN(CC)S(=O)(=O)c1cc([N+](=O)[O-])ccc1N=Nc1c(O)[nH]c2ccccc12	-7	43*	46*	/	/	/	6	/
Cc1nnc(SCC(=O)N2CC(=O)Nc3ccccc32)n1Cc1ccccc1	1	15	-2	-2	-11	5	-4	-13
COc1ccc(CNC(=O)CCn2c(=O)c3cccn3c3ccc(F)cc32)cc1	0	-33	1	-3	-3	-10	-7	1
Cn1c(SCc2c(Cl)cccc2Cl)nnc1-c1ccc2nonc2c1	1	-269	1	0	-2	0	0	-18
CC(C)C(c1nnnn1Cc1ccc(F)cc1)N1CCN(C2CCCC2)CC1 (stereo not drawn)	9	10	3	-3	-7	-3	-11	-27
NC(=O)c1ccc(N2CCNC(=O)C2)c([N+](=O)[O-])c1	-1	5	-2	-3	3	-5	4	-23
COc1ccc(C[C@H]2CN3C(=NC[C@@H]3Cc3ccccc3)N2CCNC(=O)c2ccc(C)c(Br)c2)cc1	15	22	-2	-4	-11	65*	-2	-9
O=C(COC(=O)CCC(=O)c1ccc(Cl)cc1)NCc1ccc(F)cc1	1	-8	-1	-10	-11	13	-4	-11
S=c1[nH]nc(COc2ccccc2)n1/N=C/c1cccc(Br)c1	9	29	4	-7	-3	14	2	-11
O=C(CCNC(=O)c1ccco1)NCCc1c[nH]c2ccccc12	17	-31	-13	8	-5	5	-6	-9
COc1cc(OC)cc(C(=O)N2CCN(C(=O)c3ccc(OC)c(OC)c3)CC2)c1	2	12	2	-11	-9	9	-6	-15
CCOCCCNC(=O)c1cc2c(=O)n3ccccc3nc2s1	15	-254	-50	8	-2	-2	3	4
CC(=O)N1CCN=C1SCc1ccc(F)cc1	-5	-2	2	3	5	-2	0	-4
Cc1ccc(S(=O)(=O)NCC(=O)N2CCN(c3ccccc3F)CC2)cc1	-16	26	0	3	-6	3	-5	-10
Cc1nn(Cc2c(Cl)cccc2Cl)c(Cl)c1/C=C/C(=O)OCC(=O)NCC(F)(F)F	16	7	3	6	-3	0	-6	6
COc1ccccc1NC(=O)c1nc[nH]c1C(=O)Nc1ccccc1OC	-3	16	1	0	0	95*	0	-6
CCn1nc(C(=O)Nc2cccc(C(F)(F)F)c2)c(Cl)c1Cl	-17	20	4	-1	-8	-2	-2	-11
O=C(c1cc(-c2ccc(Cl)c(Cl)c2)on1)N1CCOCC1	0	2	2	2	-12	5	2	-8
CCN1CCN(c2ccc(NC(=O)c3cnccn3)cc2)CC1	/	/	/	-2	-8	-3	/	12
O=C(NCC1CCCO1)C(=O)N/N=C/c1cc(Cl)ccc1O (stereo not drawn)	-35	18	15	4	-2	-3	-27	-10
O=C(Nc1ccc(Br)cc1F)C1CCCO1 (stereo not drawn)	-4	4	1	9	2	1	-4	-6

High-throughput results (PubChem)
